RTF Ca sens act = increases calcium sensitivity of human cardiac regulated thin filaments | 340,000 compounds, 0.24% hits | activation, % at 7.2 µM | P19429+P45379 | IANBD-labeled TnC RTF fluorescence at EC20 calcium; 0% EC20 calcium, 100% full calcium;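 active = activation above the mean over all tested compounds plus 3 SD, cut at about 30% in these data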;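 note: rise in fluorescence read as greater calcium sensitivity of cardiac thin filaments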
Arrestin-AP2 inh = blocks beta-arrestin peptide binding to AP2 adaptin. inhibition, % at 10 µM. 340,000 compounds, 0.31% hits. FITC-arrestin peptide / GST-AP2 beads, flow cytometry; AP2 beta2 appendage carries R879A mutation;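 active = inhibition above a set limit, near 3 SD of compounds lacking own fluorescence, cut at about 54% in these data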;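 note: plate controls were DMSO wells for no effect and 5 µM unlabelled arrestin peptide for full effect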
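Material – AP2 appendage R879A on GSH beads · Buffer or medium – PBS with 0.05% Tween 20 and 0.1% BSA · Probe or stimulus – fluorescein-tagged arrestin peptide at 50 nM final · Incubation – compound with beads 12 min RT, then probe 1 h RT · Detection – high-throughput flow cytometry of beads, ex 488, em 535 nm · Evaluation – percent response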
MOR-DOR ag = agonists of human mu-delta opioid receptor heterodimerization. P35372+P41143. activation, % at 9.3 µM. 340,000 compounds, 0.3% hits. cells, OPRM1-OPRD1 heterodimerization, luminescence; in the data active = activation above about 18%;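 note: 0% = vehicle-treated cells and 100% = reference agonist; values of inactives mirror those of a sister screen read the other way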
Target sequence (P35372 whole entry, looked up): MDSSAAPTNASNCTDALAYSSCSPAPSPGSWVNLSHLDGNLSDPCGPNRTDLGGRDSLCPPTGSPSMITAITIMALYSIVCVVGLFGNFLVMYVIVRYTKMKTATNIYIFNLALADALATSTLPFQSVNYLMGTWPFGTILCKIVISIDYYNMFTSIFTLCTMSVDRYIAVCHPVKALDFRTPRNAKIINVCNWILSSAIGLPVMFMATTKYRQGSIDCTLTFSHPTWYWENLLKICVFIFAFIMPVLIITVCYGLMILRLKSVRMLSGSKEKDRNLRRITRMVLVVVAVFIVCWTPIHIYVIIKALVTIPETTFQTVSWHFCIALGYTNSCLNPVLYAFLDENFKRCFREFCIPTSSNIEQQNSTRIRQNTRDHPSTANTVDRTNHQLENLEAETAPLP
Target sequence (P41143 whole entry, looked up): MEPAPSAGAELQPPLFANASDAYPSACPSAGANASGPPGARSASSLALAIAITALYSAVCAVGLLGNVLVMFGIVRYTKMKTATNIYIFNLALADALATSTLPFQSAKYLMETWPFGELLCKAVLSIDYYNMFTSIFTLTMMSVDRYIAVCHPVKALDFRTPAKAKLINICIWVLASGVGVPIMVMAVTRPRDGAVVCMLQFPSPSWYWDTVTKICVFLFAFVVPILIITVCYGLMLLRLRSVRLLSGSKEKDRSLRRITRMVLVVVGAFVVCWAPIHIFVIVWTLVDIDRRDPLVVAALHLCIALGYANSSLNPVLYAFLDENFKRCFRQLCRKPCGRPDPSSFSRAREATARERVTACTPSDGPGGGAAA
Pemphigus Ab inh = blocks pemphigus antibody binding to human desmoglein-3 | DSG3-coupled beads, scFv-anti-DSG3-GFP binding, flow cytometry; active compounds read low | binding (percent of control), % at 10 µM | 310,000 compounds, 0.48% hits | AID 588358;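 active = binding more than 3 SD below its plate's average and above zero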;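 note: hits lower antibody fragment binding to DSG3; some compounds called inactive have numbers as strong as hits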
RTF Ca sens inh = cardiac RTF calcium desensitization; IANBD-labeled cardiac RTF, Ca2+ fluorescence; inhibition, % at 7.15 µM; 340,000 compounds, 0.12% hits; AID 493244;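 active = inhibition above the mean inhibition of all tested compounds plus 3 SD, cut at about 17% in these data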;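 note: assay run at fixed EC70 calcium of 1.6 mM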
Keap1-Nrf2 PPI = Keap1-Nrf2 (human) interaction inhibition; Q14145; Keap1 Kelch-Nrf2 peptide fluorescence polarization, 1536-well; inhibition, % at 9.4 µM; 340,000 compounds, 0.15% hits; AID 504523; in the data active = inhibition above about 12%;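 note: human Keap1 Kelch domain with fluorescein labeled Nrf2 9mer peptide probe; 0% = neutral control wells and 100% = peptide positive control; higher means more block of Keap1 binding to Nrf2 peptide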
C-LANA FP = inhibitors of KSHV LANA C-terminal domain DNA binding. MBP-C-LANA/FAM-LBS DNA binding, fluorescence polarization. 340,000 compounds, 0.078% hits. inhibition, % at 9 µM;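 active = highest replicate inhibition at or above 60% at 9 µM, even if other replicates fall short; inactive = all replicates below 60% inhibition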;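 note: 0% = neutral control wells and 100% = 4 µM acridine orange control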
MOR-DOR inv ag = inverse agonist of human OPRM1-OPRD1 heterodimerization. P35372+P41143. cell-based MOR-DOR heterodimer luminescence, inverse agonism. inhibition, % at 9.3 µM. 340,000 compounds, 0.21% hits. AID 504357; in the data active = inhibition above about 22%, passing the limit was not always enough;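 note: 0% = cells with DMSO and 100% = wells without cells with DMSO; values of inactives mirror those of a sister screen read the other way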
V-ATPase pH = regulators of yeast V-ATPase proton transport; response, % at 10 µM; AID 504577; S. cerevisiae, pHLuorin cytosolic pH fluorescence; 350,000 compounds, 0.37% hits; in the data active = response mostly above about 7.3%, no sharp cut-off; inactive = mostly below about 5.4%; note: actives read high; inactives centre near 0; some compounds called inactive have numbers as strong as hits; reference of the scale not given here
Wnt act = Wnt/beta-catenin pathway activation; Wnt/beta-catenin reporter cell assay, activator, plate reader; activation, % at 9.35 µM; AID 743398; 300,000 compounds, 1.2% hits; in the data active = activation above about 30%, passing the limit was not always enough;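 note: 0% = neutral control wells and 100% = positive control wells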
Numbers without * were called inactive; . = no result given.

SMILES | RTF Ca sens act | Arrestin-AP2 inh | MOR-DOR ag | Pemphigus Ab inh | RTF Ca sens inh | Keap1-Nrf2 PPI | C-LANA FP | MOR-DOR inv ag | V-ATPase pH | Wnt act
Cc1nn(-c2ccccc2)nc1C(=O)OCC(=O)N1CCC(C)CC1 | -4 | 10 | -2.0 | 98 | -1 | -1 | 0.0 | 8 | 0 | 4
Cc1cccc(NS(=O)(=O)c2cccc(C(=O)N3CCCC(C(F)(F)F)C3)c2)c1 (centres undefined) | -10 | -8 | -2.3 | 92 | 3 | -3 | -0.7 | 12 | -3 | 3
O=C(c1cc(-c2ccccc2Cl)nc2ccccc12)N1CCOCC1 | 0 | 3 | -3.4 | 106 | 0 | 2 | 0.9 | 19 | -3 | -1
CCCS(=O)(=O)N1CCCC(C(=O)NCC2CCCO2)C1 (centres undefined) | -2 | 80* | -3.0 | 96 | 3 | 0 | 0.5 | 15 | 2 | .
Cc1ccc(S(=O)(=O)c2cc3ccccc3oc2=O)cc1 | 4 | -1 | 2.4 | 108 | -5 | -1 | -0.8 | -18 | 2 | -5
O=C(CN1CCN(c2ccccn2)CC1)Nc1ccc2ccccc2c1 | -4 | -8 | 1.3 | . | -6 | -7 | 0.7 | -5 | -2 | .
COCCN(C(=O)COC(=O)/C=C/c1cccs1)c1c(N)n(Cc2ccccc2)c(=O)[nH]c1=O | -2 | 26 | 0.3 | 108 | 2 | 5 | -0.1 | -2 | 0 | 4
CC(C)(C)C(=O)NC1(C(F)(F)F)C(=O)Nc2c1c(=O)[nH]c(=O)n2Cc1ccco1 (centres undefined) | -3 | -1 | -1.4 | 105 | -14 | -3 | 0.5 | 7 | 0 | .
Clc1cccc(Nc2c3c(nc4ncnn24)CCC3)c1 | -2 | 0 | 0.1 | 96 | -4 | 1 | -0.8 | 0 | 3 | .
O=C(CSCc1ccccc1)N1CCN(S(=O)(=O)c2ccc(F)cc2)CC1 | -5 | 5 | -2.5 | 98 | 1 | 4 | 0.3 | 14 | -1 | 0
C=CCn1c(SCC(=O)NC2(C#N)CCCCC2)nnc1-c1ccncc1 | -5 | 0 | -0.2 | 89 | -10 | -6 | 1.9 | 2 | 0 | -1
Cc1ccc(-c2c(C(=O)N(C)Cc3ccccc3)oc(=O)c3ccccc23)cc1 | 3 | 2 | 4.6 | 92 | 1 | 0 | -0.4 | -31 | -1 | 0
CCCCCCCCCCCCN1[C@@H](CC(C)=O)c2cc(F)ccc2S1(=O)=O | -1 | 1 | -2.5 | 104 | -26 | -2 | -0.5 | 14 | 1 | -1
Nc1cc(C(=O)OCC(=O)N2CCCC2)ccc1Cl | 2 | -7 | -0.1 | 114 | -12 | -1 | 0.8 | 1 | 4 | 2
Cc1cc(=O)[nH]c(SCC(=O)N2CCc3ccccc3C2)n1 | -1 | -6 | -1.8 | 126 | 3 | -6 | -1.1 | 10 | 1 | 0
COc1ccc(S(=O)(=O)N2CCCc3ccccc32)cc1[N+](=O)[O-] | -4 | 5 | 0.4 | 97 | 1 | 0 | 0.7 | -2 | -4 | 3
CCOC(=O)c1cc(NC(=O)CC(C)(C)CC(=O)O)ccc1N1CCCCC1 | 6 | -8 | -0.9 | 102 | -9 | 0 | -2.0 | 4 | 7 | 0
Cc1ncc([N+](=O)[O-])n1CCOC(=O)c1ccc(Br)cc1 | 1 | 7 | -2.9 | 103 | -5 | -1 | -1.2 | 15 | -2 | -3
CCC(CC)C(=O)Nc1c2c(nn1-c1ccc(OC)cc1)CS(=O)C2 (centres undefined) | 6 | 5 | -0.8 | . | -3 | -6 | -1.4 | 5 | 1 | -2
CCCn1c(N)c(N(CCOC)C(=O)CSc2ccccc2)c(=O)[nH]c1=O | 0 | -4 | 1.8 | 108 | -7 | -4 | -0.9 | -7 | -2 | -2
COCCN(C(=O)COC(=O)/C(=C/c1ccccc1)NC(C)=O)c1c(N)n(Cc2ccccc2)c(=O)[nH]c1=O | -5 | 59* | -0.9 | 101 | -5 | -1 | -0.4 | 7 | 0 | 2
O=C(COc1ccc(Br)cc1CNC1CCCC1)Nc1ccccc1 | 2 | -12 | 9.2 | 109 | -2 | -4 | 0.2 | -49 | 2 | -2
COc1cc2c(cc1OC)-c1cc(Nc3ccc4c(c3)OCCO4)nc(=O)n1CC2 | 2 | 4 | 0.0 | 112 | 2 | -3 | -1.1 | 0 | -4 | -5
CN1CCN(c2ccc(NC(=O)C(C)(c3ccccc3)c3ccccc3)cc2)CC1 | -3 | 6 | -0.3 | 112 | -7 | 1 | -5.2 | 1 | 0 | -2
CC1CCC/C(=N\NC(=O)COc2ccc(Cl)cc2Cl)C1 (centres undefined) | -1 | -2 | -1.0 | 101 | -1 | -3 | -1.3 | 5 | -2 | .

Sorted by number of heavy atoms (rising): some entries from above.
SMILES | RTF Ca sens act | Arrestin-AP2 inh | MOR-DOR ag | Pemphigus Ab inh | RTF Ca sens inh | Keap1-Nrf2 PPI | C-LANA FP | MOR-DOR inv ag | V-ATPase pH | Wnt act
Cc1ncc([N+](=O)[O-])n1CCOC(=O)c1ccc(Br)cc1 | 1 | 7 | -2.9 | 103 | -5 | -1 | -1.2 | 15 | -2 | -3
COc1ccc(S(=O)(=O)N2CCCc3ccccc32)cc1[N+](=O)[O-] | -4 | 5 | 0.4 | 97 | 1 | 0 | 0.7 | -2 | -4 | 3
CCCCCCCCCCCCN1[C@@H](CC(C)=O)c2cc(F)ccc2S1(=O)=O | -1 | 1 | -2.5 | 104 | -26 | -2 | -0.5 | 14 | 1 | -1

New compounds follow:
SMILES | RTF Ca sens act | Arrestin-AP2 inh | MOR-DOR ag | Pemphigus Ab inh | RTF Ca sens inh | Keap1-Nrf2 PPI | C-LANA FP | MOR-DOR inv ag | V-ATPase pH | Wnt act
COc1ccc(NC(=O)CN2CCOCC2)cc1S(=O)(=O)N1CCCCC1 | 0 | -7 | 2.4 | 107 | -4 | -3 | -0.1 | -9 | -3 | 2
CCc1ccccc1NC(=O)CSc1nnc([C@@H](N)Cc2ccccc2)o1 | -7 | 11 | 0.0 | 91 | -11 | -7 | 1.4 | 0 | 1 | .
Cc1cc(C)n2nc(C(=O)N3CCN(Cc4ccc5c(c4)OCO5)CC3)nc2n1 | 1 | -5 | 0.0 | 101 | 3 | -3 | -0.1 | 0 | -3 | -3
C=CCOc1ccc(C2C3=C(CCCC3=O)N(CC(=O)O)C3=C2C(=O)CCC3)cc1OCC | 0 | 36 | -1.3 | 98 | 1 | -1 | 4.4 | 7 | -1 | 0
CC(C)(C)S(=O)(=O)N1Cc2cc(=O)n(Cc3ccccc3)c(CCO)c2[C@@H]1CCO | -2 | 6 | -1.1 | 116 | -9 | -1 | -1.9 | 5 | 1 | 2
COc1ccc(-n2nc(C(=O)NCC3CCCO3)c3ccccc3c2=O)cc1 (centres undefined) | -1 | -10 | -2.4 | . | -3 | -4 | 0.5 | 13 | -3 | 2
CC(C)(C)Cc1nnc(NS(=O)(=O)c2ccc([N+](=O)[O-])cc2)s1 | -1 | 14 | 2.6 | 113 | -6 | 1 | 0.0 | -13 | -1 | -1
Cc1cccc(N2CCN(CC(O)COc3ccccc3Cl)CC2)c1 (centres undefined) | -10 | 21 | 3.0 | 116 | 1 | -2 | 1.2 | -14 | -2 | -4
O=C(CC(Cc1ccccc1)C(=O)O)Nc1cccc(C(F)(F)F)c1 (centres undefined) | -4 | 1 | -0.7 | 107 | -2 | -2 | 1.4 | 3 | . | 7
CCc1nc2ccc(C(=O)N(C)CC(=O)Nc3ccccc3C(F)(F)F)cc2nc1CC | -7 | 31 | -3.0 | 94 | 0 | -5 | -3.2 | 16 | 0 | -1
Cc1noc(C)c1S(=O)(=O)N1CCC(C(=O)NCCc2ccc(S(N)(=O)=O)cc2)CC1 | 1 | 13 | 0.9 | 99 | -7 | 5 | 0.0 | -5 | -2 | .
Cc1ccc(C(=O)N/C(=C\c2ccco2)C(=O)NCCCN2CCOCC2)cc1C | 0 | 21 | -0.8 | . | -10 | 0 | -1.6 | 6 | 1 | -3
O=c1c2c(-c3cccs3)csc2ncn1/N=C/c1ccccn1 | 9 | 4 | -0.6 | 98 | -5 | -3 | -1.3 | 3 | 4 | 1
CCOC(=O)CN1N=C(/C=C/c2ccc(C(C)C)cc2)CCC1=O | 8 | 25 | 2.1 | 100 | -6 | 1 | 0.7 | -12 | 2 | .
COc1ccc(S(=O)(=O)N2CCN(c3ccccn3)CC2)cc1[N+](=O)[O-] | 3 | -8 | -0.9 | 90 | 2 | 5 | 0.1 | 5 | 1 | 6
O=C(CSc1nnnn1-c1ccc(F)cc1)Nc1ccccc1F | -8 | 10 | -0.3 | 101 | -7 | 3 | 0.2 | 2 | 0 | 0
CCn1c(C)nnc1SCC(=O)Nc1ccc(Cl)cc1 | -4 | -8 | -4.0 | 92 | 0 | 0 | -0.7 | 18 | 1 | 0
COc1ccc(-c2noc(CN(C)Cc3ccccc3)n2)c(OC)c1OC | -2 | 4 | -1.4 | 102 | -3 | -3 | 1.4 | 7 | -3 | 3
Cc1ccc(NC(=O)COc2cccnc2[N+](=O)[O-])cc1S(=O)(=O)N1CCOCC1 | 0 | -13 | -0.8 | 120 | -6 | -1 | -3.2 | 4 | -5 | -2
Cc1ccc([N+](=O)[O-])cc1S(=O)(=O)N1CCNCC1 | 5 | 47 | -1.4 | 77 | 1 | -1 | 0.2 | 7 | 0 | -11
O=C1[C@H](Cc2ccccc2)NCCCC[C@@H](c2ccc(Cl)cc2)N1Cc1ccccc1 | 8 | 19 | 4.9 | 104 | -6 | 3 | -1.3 | -26 | 21 | -3
O=C1C2CC=CCC2C(=O)N1Nc1ccccc1 (centres undefined) | 12 | 37 | 0.1 | 104 | -21 | -2 | 0.5 | 0 | 2 | -1
C#CCOCCOCCOCCNc1nc(N2CCN(C(=O)Cn3cc(CCCN=C(N)N)nn3)CC2)nc(N2CCN(C(=O)[C@H]([C@@H](C)CC)n3cc(CCC(=O)O)nn3)CC2)n1 | 1 | 2 | -1.2 | 100 | -11 | -1 | -0.2 | 7 | 2 | -2
CC1CCN(C(=O)COC(=O)C2CCN(S(=O)(=O)c3ccc(Cl)c(C(F)(F)F)c3)CC2)CC1 | -2 | -10 | 2.6 | 106 | -7 | -3 | 0.5 | -17 | 2 | -3
CC(C)n1cc(/C=N\NC(=O)c2cc3c(ccc4ccccc43)o2)c2ccccc21 | -2 | 7 | -0.5 | 99 | 11 | -9 | -3.2 | 3 | 2 | .
O=C(C1=C(O)C(=O)N(c2ccccc2)C1c1ccc([N+](=O)[O-])cc1)c1cccs1 (centres undefined) | 1 | 15 | -0.9 | 93 | -6 | 6 | -2.7 | 4 | -2 | -1
O=C(NCc1cccs1)c1ccc2c(c1)OCCO2 | 0 | 0 | -3.0 | 104 | -1 | -2 | 0.0 | 16 | -2 | .
COc1ccc(C(=O)OCC(=O)c2ccc3c(c2)NC(=O)CO3)cc1[N+](=O)[O-] | -2 | -13 | 0.7 | 94 | -4 | -5 | -0.7 | -3 | 1 | -3
O=C(NCCc1ccco1)C(=O)NCC1CCCN1S(=O)(=O)c1ccccc1 (centres undefined) | 9 | 21 | -0.7 | 103 | -1 | 2 | -2.9 | 4 | 2 | -5
COc1ccc(C)cc1S(=O)(=O)Nc1cc2c3c(c1)CCN3C(=O)CC2 | -4 | -1 | -1.9 | 97 | -18 | 0 | 0.7 | 12 | -3 | -3
